GPR35 arrestin U2OS: inhibition of zaprinast-stimulated GPR35 beta-arrestin translocation – imaging, U2OS, beta-arrestin-GFP, zaprinast agonist, primary screen (AID 2058); U2OS GPR35 beta-arrestin-GFP translocation imaging, zaprinast antagonism; higher % means a stronger effect; one-dose inhibition, % at 10 µM; IC50 in µM for titrated hits; 290,000 compounds, 0.052% hits;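 active = inhibition of at least 50% with at least 30 cells and total cytoplasm GFP at most 10,000,000; inconclusive = under 30 cells or total GFP of 10,000,000 plus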
GPR55 antagonists: inhibition of LPI-stimulated GPR55 beta-arrestin translocation – imaging, U2OS, beta-arrestin-GFP, LPI agonist, primary screen (AID 2013) | U2OS GPR55 beta-arrestin-GFP translocation imaging, LPI antagonism; higher % means a stronger effect | inhibition, % at 10 µM; hits with a dose series show IC50 in µM | 290,000 compounds, 0.13% hits;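 active = spots per cell inhibited over 60%, with over 100 cells counted and total cytoplasm intensity under 500,000; inconclusive = wells with under 100 cells, flagged as likely toxic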;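 also: U2OS cells stably carrying GPR55 and arrestin-GFP stimulated by 5 µM LPI near EC80; imaged beta-arrestin-GFP aggregate spots per cell after agonist stimulation; plate controls were LPI-stimulated DMSO wells for no effect and DMSO wells without LPI for full effect; some results filed as inactive read as strong as hits; confirmed hits need IC50 under 10 µM and bright autofluorescent wells are also inconclusive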
Myeloid diff MLP: promotes myeloid progenitor differentiation; ER-HoxA9 myeloid progenitors, lysozyme-GFP differentiation, flow cytometry; calls only at 10 µM; 360,000 compounds, 1% hits; AID 624256;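 active = normalized GFP-positive differentiation at or above the plate's own cutoff, the solvent-only control mean plus 3 SD; inconclusive = no clear call, values can overlap the other calls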;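 also: cells exposed to compound for four days before flow analysis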
KOR beta-arrestin-1: KOR antagonists, beta-arrestin recruitment, cell-based, luminescence, uHTS (AID 1778); 290,000 compounds, 0.091% hits; KOR beta-arrestin recruitment, luminescence, antagonist mode; higher % means a stronger effect; one-dose inhibition, % at 10 µM; IC50 in µM for titrated hits; also: strong numbers were not always called active
HIV fusion peptide: inhibitors of HIV fusion peptide binding, primary screen, biochemical, uHTS, fluorescence dequenching (AID 1986) | cell-free peptide binding, fluorescence dequenching, 30 min; higher % means a stronger effect | one-dose inhibition, % at 20 µM; IC50 in µM for titrated hits | 290,000 compounds, 0.3% hits; in the data active = inhibition mostly above about 52%, no sharp cut-off; inactive = mostly below about 76%; also: some results filed as inactive read as strong as hits
GPR55 activation: GPR55 agonists via beta-arrestin recruitment, primary screen, imaging, U2OS cells, beta-arrestin-GFP redistribution (AID 1961) | U2OS GPR55 beta-arrestin-GFP redistribution imaging; higher % means a stronger effect | 290,000 compounds, 0.048% hits | activation, % at 10 µM, or EC50 in µM where a hit was titrated;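 active = activation above 40% with more than 50 cells counted in the well; inconclusive = wells holding fewer than 50 cells, flagged as toxic or sparse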;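 also: U2OS osteosarcoma cells stably expressing GPR55 and beta-arrestin-GFP; plate controls were DMSO negative control for no effect and LPI positive control for full effect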
NOD1 inhibition: NOD1 signaling inhibitors, primary screen, cell-based, luminescence, uHTS (AID 1578); NOD1-driven NF-kB luciferase reporter cells, luminescence; higher % means a stronger effect; one-dose inhibition, % at 4 µM; EC50 in µM for titrated hits; 290,000 compounds, 1% hits; in the data active = inhibition mostly above about 36%, no sharp cut-off; inactive = mostly below about 34%;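 also: HEK-293T reporter cells stimulated with the NOD1 agonist gamma-tri-DAP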
NOD2 inhibition: NOD2 signaling inhibitors, cell-based, luminescence, uHTS, HEK293 (AID 1566) | HEK293 NOD2/NF-kB luciferase reporter, luminescence; higher % means a stronger effect | inhibition, % at 4 µM; hits with a dose series show EC50 in µM | 290,000 compounds, 0.63% hits; also: many of its hits are not listed in these tables
KOR beta-arrestin-2: KOR agonists, beta-arrestin recruitment, primary screen, cell-based, luminescence, uHTS (AID 1777); KOR beta-arrestin recruitment, luminescence; higher % means a stronger effect; 280,000 compounds, 0.02% hits; one-dose activation, % at 10 µM; EC50 in µM for titrated hits; in the data active = activation above about 50%, passing the limit was not always enough; also: a part of the inactive calls stands beside numbers as strong as those of hits
Myeloid diff MLP GFP+ MAC1+ %: also measured in Myeloid diff MLP; calls as there; GFP+ MAC1+ double positive, %; measured here: differentiation confirmed by MAC1 staining
* marks the source's active call; other numbers are inactive results; i = inactive; ? = inconclusive; . = no result given; [ ] = remark or other dose. Rule as the data show it, unless noted: active = inhibition above about 50%; inactive = the rest. Only part of the results is shown, so the mix of outcomes need not match the whole.

SMILES	GPR35 arrestin U2OS	GPR55 antagonists	Myeloid diff MLP	Myeloid diff MLP GFP+ MAC1+ %	KOR beta-arrestin-1	HIV fusion peptide	GPR55 activation	NOD1 inhibition	NOD2 inhibition	KOR beta-arrestin-2
N#CCCN1CCN(S(=O)(=O)c2ccc(C#N)cc2)CC1	-3%	6%	i	3.2	8%	2.9%	-0.1%	-15%	-6%	3.7%
S=C(NCc1ccco1)Nc1ccc(Cl)c(Cl)c1	12%	18%	i	9.5	4%	-2.8%	-0.1%	51%	-22%	-2.6%
O=c1c2c(nc(NCCO)n1CC1CCCCC1)-c1ccccc1CC21CCCC1	-6%	-7%	i	1.2	-26%	0.0%	-0.2%	-5%	13%	4.4%
Cc1ccc(S(=O)(=O)NC(=NCC(=O)O)c2ccc(F)cc2)cc1	5%	0%	i	1.1	-4%	-1.4%	-0.1%	-19%	-6%	3.7%
O=c1c2ccccc2[nH]c(=S)n1Cc1cccs1	-6%	-4%	i	0.2	-1%	2.4%	-0.2%	-20%	-7%	1.0%
CC(=O)c1sc(N/N=C\c2ccc(N(C)C)cc2)nc1C	2%	9%	i	0.4	-40%[20 µM]	3.4%	0.2%	-110%	-86%	-2.5%
Cn1c(=O)c2[nH]cnc2n(C)c1=O	6%	4%	i	9.9	16%	2.7%	-0.1%	-39%	6%	0.1%
COc1ccc(CNC(=O)C2CCCN(S(=O)(=O)c3ccc(-n4cnnn4)cc3)C2)cc1 (centres undefined)	3%	16%	i	0.5	6%	0.8%	-0.2%	-15%	12%	1.0%
CCn1c(SCC(=O)Nc2cc(OC)ccc2OC)nc2c(c1=O)SCC2	4%	2%	i	1.5	20%	-3.4%	0.0%	22%	10%	3.1%
O=C(CN1CCN(c2ccccc2)CC1)Nc1ccc2c(c1)CCC2	-13%	-4%	i	0.2	-1%	-1.1%	-0.4%	-2%	17%	-3.3%
O=S(=O)(NCC1CCCO1)c1ccc(-c2ccc(Cl)cc2)cc1 (centres undefined)	0%	8%	i	0.2	-13%	-2.3%	-0.2%	10%	28%	4.8%
O=C(N/N=C/c1ccccn1)c1ccncc1	0%	-3%	.	.	-21%	1.4%	0.0%	-5%	-2%	5.4%
CCN1C(=O)/C(=C\N2CCN(C(=O)c3ccco3)CC2)SC1=S	8%	14%	i	0.4	14%	2.0%	-0.2%	-3%	25%	-1.9%
CCNC(=S)N/N=C/c1cccc(C)c1	5%	-2%	i	0.6	8%	1.4%	0.1%	-50%	-9%	4.9%
O=C(CC1(O)C(=O)Nc2ccccc21)c1cccnc1 (centres undefined)	-3%	18%	i	0.8	0%	1.4%	-0.2%	-1%	4%	-1.4%
O=C(NNC(=O)c1ccc([N+](=O)[O-])cc1)NC1CCCCC1	-3%	14%	i	0.3	11%	-1.7%	-0.1%	-12%	-12%	-1.4%
CCOC(=O)c1ccc(NC(=O)CC2C(=O)N(c3ccccc3)C(=O)N2CCCOC)cc1 (centres undefined)	-4%	12%	i	1.0	-6%	-1.7%	0.0%	-4%	3%	-0.9%
CCN(CC)c1ccc(NC(=O)COc2ccc(N(C)S(=O)(=O)c3cccs3)cc2)cc1	7%	5%	i	0.3	-45%	-0.5%	0.9%	-38%	14%	4.4%
CCC(C)(C)NC(=O)C(c1cccn1C)N(C(=O)Cn1nnc2ccccc21)c1ccc(OC)cc1OC (centres undefined)	11%	-1%	i	0.5	-18%	1.1%	-0.3%	0%	20%	-7.4%
Cc1sc2ncnc(Nc3ccc(N4CCOCC4)cc3)c2c1-c1ccccc1	3%	3%	i	0.5	-20%	-3.0%	-0.2%	47%	21%	-1.9%
CCn1ccc(=N)cc1	11%	4%	i	0.7	17%	-3.4%	-0.1%	18%	-3%	-4.7%
Brc1ccc(CSc2nnc(-c3ccco3)o2)cc1	16%	8%	i	0.9	23%	-0.9%	0.1%	16%	27%	7.9%
COCCNc1nc2ccccc2nc1NS(=O)(=O)c1ccc(C)cc1C	9%	-8%	i	0.8	1%	4.4%	-0.1%	-21%	5%	-5.4%
Cc1cccc(C)c1OCCOC(=O)c1n[nH]c2ccccc12	3%	8%	i	0.1	-16%	-0.2%	-0.3%	-15%	-2%	-1.9%
CC(=O)Nc1ccc(S(=O)(=O)NCCSCc2c(Cl)cccc2Cl)cc1	2%	22%	i	2.0	-7%	1.1%	-0.1%	-9%	6%	1.8%

Of the compounds above, 3 contain an aryl methoxy group.
SMILES	GPR35 arrestin U2OS	GPR55 antagonists	Myeloid diff MLP	Myeloid diff MLP GFP+ MAC1+ %	KOR beta-arrestin-1	HIV fusion peptide	GPR55 activation	NOD1 inhibition	NOD2 inhibition	KOR beta-arrestin-2
COc1ccc(CNC(=O)C2CCCN(S(=O)(=O)c3ccc(-n4cnnn4)cc3)C2)cc1 (centres undefined)	3%	16%	i	0.5	6%	0.8%	-0.2%	-15%	12%	1.0%
CCn1c(SCC(=O)Nc2cc(OC)ccc2OC)nc2c(c1=O)SCC2	4%	2%	i	1.5	20%	-3.4%	0.0%	22%	10%	3.1%
CCC(C)(C)NC(=O)C(c1cccn1C)N(C(=O)Cn1nnc2ccccc21)c1ccc(OC)cc1OC (centres undefined)	11%	-1%	i	0.5	-18%	1.1%	-0.3%	0%	20%	-7.4%

(continued)
SMILES	GPR35 arrestin U2OS	GPR55 antagonists	Myeloid diff MLP	Myeloid diff MLP GFP+ MAC1+ %	KOR beta-arrestin-1	HIV fusion peptide	GPR55 activation	NOD1 inhibition	NOD2 inhibition	KOR beta-arrestin-2
CCC(C)(C(=O)NC1CCCCC1)N(Cc1ccco1)C(=O)c1ccccn1 (centres undefined)	9%	8%	i	1.1	3%	-1.0%	-0.1%	24%	4%	0.25µM*
O=C(N/N=C/c1cccc(C(F)(F)F)c1)c1cc2c(s1)-c1ccccc1CC2	6%	-9%	i	0.6	20%	1.9%	0.2%	-18%	2%	-3.4%
O=C(COc1cccc2cccnc12)N/N=C1\SCC(=O)N1CCc1ccccc1	7%	14%	i	0.2	-7%[20 µM]	-1.6%	0.1%	-16%	17%	2.7%
Cc1cc(C(=O)N2C(C)CCCC2C)no1 (centres undefined)	5%	17%	?	.	-37%	-0.4%	0.3%	-3%	-19%	-2.8%
O=C(CCC(=O)N(CC(=O)NC1CCCC1)Cc1ccccc1)Nc1nccs1	0%	3%	i	1.5	-3%	-1.3%	-0.2%	-36%	-8%	-4.8%
Cc1cc(C)n(C(=O)C23CC4CC(CC(C4)C2)C3)n1	9%	10%	.	.	10%	0.6%	-0.1%	-14%	9%	-2.3%
Cc1ccc(N2CC(C(=O)NCc3cccs3)CC2=O)cc1C (centres undefined)	1%	7%	i	3.2	-46%	0.1%	-0.2%	-43%	2%	-2.0%
CCc1ccc(C(=O)NN(C(=O)c2ccc(CC)cc2)C(C)(C)C)cc1	-2%	-3%	i	3.3	14%	-3.4%	0.0%	11%	7%	3.0%
CCN(C(=O)C(C)N1C(=O)/C(=C/c2cccs2)SC1=S)C1CCS(=O)(=O)C1 (centres undefined)	8%	8%	?	.	-23%	-1.3%	-0.1%	-5%	10%	-2.9%
O=C(CN(CC1CCCO1)C(=O)CNS(=O)(=O)c1ccccc1)NCCc1ccccc1 (centres undefined)	5%	15%	i	0.2	-11%	-0.7%	0.2%	-40%	6%	-1.6%
Cc1cccc(NC(=O)C2CCCN2C(=O)Oc2ccccc2)c1C (centres undefined)	13%	-1%	i	1.4	-19%	0.2%	0.0%	-9%	11%	-2.7%
C=CCNc1nc2c(c(=O)[nH]c(=O)n2C)n1Cc1cccc(C)c1	3%	-1%	i	3.0	-5%	0.1%	-0.1%	-17%	11%	9.3%
O=S(=O)(Nc1c(S(=O)(=O)c2ccccc2)c2nc3ccccc3nc2n1C1CCCCC1)c1ccccc1	5%	8%	i	3.9	-135%	13%	-0.3%	10%	10%	5.4%
Cc1ccc(NC(=O)CSc2nc3ccccc3nc2N2CCOCC2)c(C)c1	8%	10%	i	3.2	-11%[20 µM]	4.9%	0.4%	7%	15%	5.3%
O=C(NCCN1CCN(c2ccccc2F)CC1)C1c2ccccc2C(=O)N2CCc3ccccc3C12 (centres undefined)	-7%	14%	i	1.2	-13%	0.6%	-0.2%	-9%	4%	-3.3%
CCCC(c1nnnn1Cc1ccc(F)cc1)N1CCN(C2CCCCC2)CC1 (centres undefined)	12%	5%	i	0.9	-52%	9.7%	-0.2%	-20%	-50%	2.6%
CN1CCN(Cc2oc(CO)cc(=O)c2O)CC1	3%	-1%	i	1.9	-11%	-1.2%	0.0%	-12%	-2%	-3.7%
Cc1ccc(N2C(=O)CSCC2=O)cc1	-1%	-5%	i	1.0	-19%	-0.8%	0.0%	-12%	6%	0.6%
NC(=S)N/N=C/c1ccc([N+](=O)[O-])cc1	1%	-4%	i	0.1	-12%	-1.9%	-0.5%	-69%	-12%	-1.3%
O=[N+]([O-])c1ccc(N2CCN(c3ccc([N+](=O)[O-])cc3CO)CC2)c(CO)c1	-8%	2%	i	0.4	10%	-0.8%	0.2%	0%	26%	-1.0%
CC12CCC(C(=O)N(CC(=O)O)C1=O)C2(C)C (centres undefined)	0%	5%	i	0.4	-34%[20 µM]	1.0%	0.5%	-2%	-19%	.
NC(=NCc1ccco1)NC(=O)c1ccccc1	-4%	14%	i	0.5	5%	2.0%	-0.1%	-23%	1%	7.8%
CC1=C(C(=O)OCc2ccccc2)N2C(=O)[C@@H](NC(=O)COc3ccccc3)[C@H]2SC1	8%	5%	i	2.0	-22%[20 µM]	-1.3%	-0.1%	-26%	6%	-3.1%
CCOC(=O)N1CCC(NC2CCCCCCC2)CC1	0%	-3%	i	1.1	-43%	-1.3%	-0.2%	21%	-25%	-6.7%
CC(=Nc1ccccc1O)c1sc2ccccc2c1O	-1%	7%	i	0.4	-4%	11%	-0.2%	-6%	-58%	0.4%

Given with values under each structure: three of the compounds above
Value order – GPR35 arrestin U2OS	GPR55 antagonists	Myeloid diff MLP	Myeloid diff MLP GFP+ MAC1+ %	KOR beta-arrestin-1	HIV fusion peptide	GPR55 activation	NOD1 inhibition	NOD2 inhibition	KOR beta-arrestin-2
Cc1ccc(N2CC(C(=O)NCc3cccs3)CC2=O)cc1C (centres undefined)
  1%	7%	i	3.2	-46%	0.1%	-0.2%	-43%	2%	-2.0%
CC1=C(C(=O)OCc2ccccc2)N2C(=O)[C@@H](NC(=O)COc3ccccc3)[C@H]2SC1
  8%	5%	i	2.0	-22%[20 µM]	-1.3%	-0.1%	-26%	6%	-3.1%
CCc1ccc(C(=O)NN(C(=O)c2ccc(CC)cc2)C(C)(C)C)cc1
  -2%	-3%	i	3.3	14%	-3.4%	0.0%	11%	7%	3.0%

High-throughput results deposited in PubChem BioAssay by several laboratories.
